Screening results as filed in PubChem BioAssay.
mHtt clearance: clearance of mutant huntingtin inclusions, primary screen, imaging, HeLa Exon1htt(103Q)mCFP, confocal imaging; AID 853, 2007; aggregate imaging; zero = plate's median compound well; inhibition, % at 1.5 µM; 0.42% of 47,000 active;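 active means inhibition of aggregate fluorescence above about 70%, also judged a hit by eye on the cell image, limit read from the data, passing the limit was not always enough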;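 further: cells exposed to compound for three days before fixation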
mHtt clearance grain fraction: recorded beside mHtt clearance, whose call it bears; fraction fluorescence in grains; measured here: aggregate grain fluorescence fraction; hits give low values;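 scaled fraction of total cell fluorescence in grains with unit not stated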
Numbers without * were called inactive. These rows are one share of the data. The share of hits here may be higher or lower than overall.

The opening six compounds as a preview:
mHtt clearance	mHtt clearance grain fraction	compound
27	25	O=C(OCc1nc2ccc(Cl)cc2n1CCO)c1ccc2c(c1)OCO2
26	27	Cc1cc(NC(=O)Cn2nc(-c3ccccc3F)ccc2=O)ccc1-n1cnnn1
15	16	Cc1nc(SCC(=O)N2CCN(C(=O)c3ccco3)CC2)c2c(C)c(C)sc2n1
-13	23	CCC(Sc1ccccc1C(=O)O)C(=O)O (stereo not given)
-38	55	CCOC(=O)c1sc(NC(=O)C(CC)Sc2nccn2C)nc1C (stereo not given)
52	18	Cc1cc(=O)[nH]c(SCC(=O)NCCOc2ccccc2)n1

Main list (from the top)
mHtt clearance	mHtt clearance grain fraction	compound
27	25	O=C(OCc1nc2ccc(Cl)cc2n1CCO)c1ccc2c(c1)OCO2
26	27	Cc1cc(NC(=O)Cn2nc(-c3ccccc3F)ccc2=O)ccc1-n1cnnn1
15	16	Cc1nc(SCC(=O)N2CCN(C(=O)c3ccco3)CC2)c2c(C)c(C)sc2n1
-13	23	CCC(Sc1ccccc1C(=O)O)C(=O)O (stereo not given)
-38	55	CCOC(=O)c1sc(NC(=O)C(CC)Sc2nccn2C)nc1C (stereo not given)
52	18	Cc1cc(=O)[nH]c(SCC(=O)NCCOc2ccccc2)n1
-47	49	CN1CCN(c2nc(-c3cccnc3)nc3ccccc23)CC1
1	19	Cc1nc(-c2cccc(NC(=O)c3cccs3)c2)cs1
-51	26	Cc1cn2c(-c3cccnc3)nnc2s1
22	31	O=C(c1ccccc1)c1cc(-c2ccccn2)c(N2CCOCC2)s1
27	12	CCOCCCNS(=O)(=O)c1ccc(NC(=O)c2ccccc2)cc1
37	13	c1ccc(OCc2nc3ccccc3s2)cc1
53	17	COc1ccc(C(NC(=O)CNC(C)=O)C(=O)Nc2ccc3c(c2)OCCO3)cc1 (stereo not given)
-28	23	O=C(Cn1cnc2c(nnn2-c2ccc(F)cc2)c1=O)N1CCCc2ccccc21
57	10	O=C(NCC(c1cccnc1)N1CCOCC1)c1ccco1 (stereo not given)

Following part
mHtt clearance	mHtt clearance grain fraction	compound
-212	117	Cc1nn2c(NCCCN3CCOCC3)c3c(nc2c1-c1ccccc1)CCC3
13	16	COc1ccc2cc(CN(Cc3ccco3)Cc3nnnn3C3CCCCC3)c(=O)[nH]c2c1
39	28	O=C(c1cccc(F)c1)n1nnc2ccccc21
47	17	O=C(Nc1ccccc1)c1ccc(S(=O)(=O)N2CCCCC2)cc1
41	11	Cc1ccc(O)c(-c2cc(-c3ccccc3C)[nH]n2)c1
-31	51	Cc1cc2c(cc1C)-c1nnc(-c3ccc4ccccc4n3)n1C(C)(C)C2
-5	41	Cc1nc2ccc(-c3nc4cc(N)ccc4o3)cc2[nH]1
-15	45	CCn1c(SCC(=O)Nc2cc(C)on2)nc2c1c(=O)n(C)c(=O)n2C
-7	19	COc1ccc2c(c1OC)C(=O)N(c1cccc(C)c1)C2
17	38	CCOC(=O)N1CCN(c2c(NCCOC)c(=O)c2=O)CC1
23	33	Cc1ccc(N(CC(N)=O)C2SC(=O)N(Cc3ccccc3)C2=O)cc1 (stereo not given)
-8	42	O=C(CN1CCOCC1)NCC12CC3CC(CC(C3)C1)C2
28	25	CCn1nc(C(=O)OC2CCOC2=O)c2ccccc2c1=O (stereo not given)
56	16	C=CCn1c(=N)n(CC(O)COc2ccccc2OC)c2ccccc21 (stereo not given)
36	13	CC(=O)Nc1ccc(NC2=CC(=O)CC(C)(C)C2)cc1

The results go on.
mHtt clearance	mHtt clearance grain fraction	compound
-3	20	O=C(CCN1C(=O)c2ccccc2C1=O)Nc1ccc(S(=O)(=O)N2CCOCC2)cc1
-12	24	C=CCSc1nccc(-c2cc(Cl)sc2Cl)n1
-5	40	COc1ccc(C(=O)NCC2OCCc3ccccc32)cc1 (stereo not given)
-7	43	O=C(O)c1ccn(Cn2cnc3ccccc32)n1
-8	33	CC(=O)c1cccc(NC(=S)NC(=O)CC(C)(C)C)c1
-61	28	Cc1cc(/C=C(\C#N)C(=O)NCc2cccs2)c(C)n1-c1ccc([N+](=O)[O-])cc1
-14	41	Cc1ccc(S(=O)(=O)c2c(C)nn(C(C)(C)C)c2OC(=O)c2ccc(Br)o2)cc1
86*	2.2*	COc1ccc(OC)c(S(=O)(=O)Nc2ccc(O)c(Sc3ncn[nH]3)c2)c1
34	13	COc1ccc(/C(O)=C2\C(=O)C(=O)N(c3cc(C)on3)C2c2ccccc2OC)cc1 (stereo not given)
-53	30	O=C(Nc1ccc(CN2CCOCC2)cc1)c1ccccc1F
19	14	O=C1C2C3C=CC(C3)C2C(=O)N1c1n[nH]c(-c2cccnc2)n1 (stereo not given)
74*	4.9*	COc1ccccc1NC(=O)CSc1nnnn1-c1ccc(C)cc1
-23	24	CCCC(=O)c1cc(F)c(N2CCOCC2)cc1C
37	13	Cc1c(C(=O)NCc2cccnc2)oc2ccccc12
13	33	CCn1c(COc2cccc3ccccc23)nnc1SCC(N)=O

Later entries
mHtt clearance	mHtt clearance grain fraction	compound
10	15	O=C(Nc1cccc2cccnc12)c1ccc(Br)o1
1	18	CCn1c(C)nc2c(=O)oc3ccccc3c21
-17	23	CCc1nnc(NC(=O)c2cnccn2)s1
1	31	COc1cc2c(C(=O)NCCCN3CC(C)CC(C)C3)cn(CC(C)C)c(=O)c2cc1OC (stereo not given)
56	8.5	CCOC(=O)Nc1sc2c(c1C#N)CCC(C)C2 (stereo not given)
30	13	N#Cc1c(N)n[nH]c1-c1cc2c([nH]1)CCCC2
-15	46	COc1nc(N(c2ccccc2)c2ccccc2)nc(-n2ccnc2)n1
20	36	C=CCn1c(SCC2=C(C(=O)OCC)C(C)NC(=O)N2)nnc1C1CCCCC1 (stereo not given)
38	12	O=S(=O)(NC1CCN(Cc2ccccc2)CC1)c1cccc(S(=O)(=O)N2CCOCC2)c1
12	34	Cc1cccc(N2C(=O)CC(N3CCN(Cc4ccc(Cl)cc4)CC3)C2=O)c1 (stereo not given)
18	35	C=C(C)Cn1c(Sc2nc3ccccc3[nH]2)nc2c1c(=O)[nH]c(=O)n2C
69	5.7	CCc1ccc(C(C(=O)NC(C)(C)CC)N(Cc2ccco2)C(=O)Cn2nnc3ccccc32)cc1 (stereo not given)
-6	30	COc1ccc(C(=O)N2CCN=C2SC)cc1OC
-31	31	CCn1nc(NC(=O)c2cccnc2)c2cc3ccccc3nc21
-11	43	COc1ccc(C(=O)NCCc2c[nH]c3ccccc23)cc1S(=O)(=O)N1CCOCC1

Retrieved by compound from the list above, 2 records:
mHtt clearance	mHtt clearance grain fraction	compound
20	36	C=CCn1c(SCC2=C(C(=O)OCC)C(C)NC(=O)N2)nnc1C1CCCCC1 (stereo not given)
-15	46	COc1nc(N(c2ccccc2)c2ccccc2)nc(-n2ccnc2)n1

(next part)
mHtt clearance	mHtt clearance grain fraction	compound
-38	23	CCOc1ccccc1OCc1nn2c(COc3ccccc3)nnc2s1
44	9.6	COc1ccc(C(=O)Oc2cccnc2)cc1OC
17	33	CC(C)c1nc2oc3ccccc3c(=O)c2c(=O)n1-c1ccccc1
22	27	O=C(Nc1ccc2ccccc2c1)N1CCN(c2ncccc2C(F)(F)F)CC1
15	38	COC(=O)C1C2C=CC3(CN(CCc4ccccc4)C(=O)C13)O2 (stereo not given)
-52	27	Cc1ccc(CNC(=O)C(=O)NCC2CCCO2)cc1 (stereo not given)
19	31	NC(=O)c1nn(-c2cccc(Cl)c2)c(=O)cc1O
-35	23	CC1(C)C(c2ccccc2)=NC(c2ccccc2)N1O (stereo not given)
-12	41	COc1cccc(-n2c(CNC(=O)OC(C)(C)C)n[nH]c2=S)c1
2	34	COc1cc(-c2nnc3sc(Cc4ccccc4)nn23)cc(OC)c1OC
19	15	CNc1oc(C)nc1S(=O)(=O)c1ccccc1
40	13	COc1ccc(NC(=O)C(NC(C)=O)C(=O)NCc2ccc(F)cc2)cc1 (stereo not given)
44	11	Cc1ccc(NCc2nnc(SCC(=O)N3CCc4ccccc43)n2C)cc1
-7	42	O=c1c2ccccc2nc2n1C(CSCc1ccc(Cl)cc1Cl)CS2 (stereo not given)
10	17	CCOC(=O)c1ccc(N2CC(O)=C(c3nc4ccccc4c(=O)[nH]3)C2=N)cc1

The results go on:
mHtt clearance	mHtt clearance grain fraction	compound
-12	39	Cc1ccnc(NC(=O)CSc2cc(=O)n(C)c3ccccc23)c1
24	15	CCCCS(=O)(=O)/C=C/[C@H]1[C@H](S(=O)(=O)CCCC)[C@H]2C=C[C@@H]1C2
39	18	Cc1cc(C(=O)CCC(=O)N2CCN(S(=O)(=O)c3cccs3)CC2)c(C)s1
-7	19	CCn1c(=O)cc(SCC(=O)NCCCN2CCN(c3ccc(F)cc3)CC2)c2ccccc21
-79	32	Cc1ccc(SC(C)C(=O)N2CCCC2)cc1 (stereo not given)
-25	47	CCCOP(=O)(c1ccc(N(C)C)cc1)C(O)c1cc(OC)c(OC)c(OC)c1 (stereo not given)
50	9.4	Cc1ccc(C(CC(=O)N2CCOCC2)c2ccco2)cc1 (stereo not given)
-64	53	O=S(=O)(N1CCCCC1)N1CCNCC1
47	20	CCCC(c1nnnn1CCOC)N1CCN(C(=O)c2ccco2)CC1 (stereo not given)
33	27	Cc1cc(F)ccc1NCc1cccnc1
2	34	Cc1ccc(NC(=O)c2ccc(F)c(S(=O)(=O)N3CCOCC3)c2)cc1F
24	26	Cc1cccc(-c2c3c(=O)n(C)c(=O)n(C)c3cn2C(C)C)c1
46	8.8	CCOC(=O)N(C)c1ccc(C(O)(C(F)(F)F)C(F)(F)F)cc1
30	26	CC(NC(=O)CNC(=O)OCc1ccccc1)C(=O)N1CC(O)CC1C(=O)OCc1ccccc1 (stereo not given)
39	12	COC(=O)C(NC(=O)c1ccc(C)cc1)(Nc1cccc(C)n1)C(F)(F)F (stereo not given)

Following part
mHtt clearance	mHtt clearance grain fraction	compound
-23	49	O=C(CCNc1ccc(F)c(Cl)c1)c1ccco1
-50	63	COC(=O)c1ccc(COn2c(=O)c(C)[n+]([O-])c3ccccc32)cc1
18	13	Cn1c(=O)n(C)c2cc(S(=O)(=O)N3CCOCC3)ccc21
17	17	CCN1CCCC1CN(Cc1cc2cc(C)ccc2[nH]c1=O)C(=O)Nc1ccccc1OC (stereo not given)
-18	22	c1ccc(Cn2c(Nn3cnnc3)nc3ccccc32)cc1
-55	26	O=C(Nc1ccccc1)c1cccc(N2CCCC2=O)c1
30	28	CC(=O)N1CCc2cc(Br)cc(S(=O)(=O)NCCN3CCCCC3C)c21 (stereo not given)
-3	21	COC(=O)c1ccc(N2C(=O)CC(Sc3n[nH]c(C)n3)C2=O)cc1 (stereo not given)
-75	68	COc1ccc2nc(SCC(=O)c3ccco3)[nH]c2c1
24	15	N#Cc1ccccc1NCc1ccccc1
-1	37	COc1ccc(OC)c(NC(=O)CN2CCC(C(=O)c3ccc(C)cc3)CC2)c1
27	28	CCC(C)NC(=O)CSc1nnc(-c2ccoc2C)n1CC1CCCO1 (stereo not given)
12	18	CCOC(=O)c1ccc(NC(=O)C(CC)CC)cc1
27	16	CC(C)N(CCO)C(=O)C(c1ccccc1)c1ccccc1
-11	21	O=C(CCCSc1nc2ccccc2s1)NC1=NCCS1

Entries of single compounds, quoted from the list. Screens in order: mHtt clearance | mHtt clearance grain fraction
Shown for `O=C(CCNc1ccc(F)c(Cl)c1)c1ccco1` : -23 | 49
Shown for `O=C(Nc1ccccc1)c1cccc(N2CCCC2=O)c1` : -55 | 26
Shown for `CCOC(=O)c1ccc(NC(=O)C(CC)CC)cc1` : 12 | 18
Shown for `COc1ccc2nc(SCC(=O)c3ccco3)[nH]c2c1` : -75 | 68

The list continues:
mHtt clearance	mHtt clearance grain fraction	compound
-24	35	Cc1[nH]nc2c1C1(C(=O)Nc3ccc([N+](=O)[O-])cc31)C(C#N)=C(N)O2 (stereo not given)
20	19	CCOC(=O)N1CCC(N2CCN(S(=O)(=O)c3ccc(C)cc3)CC2)CC1
-64	60	Cc1cc(C)c(C#N)c(=N)o1
10	15	Cc1ccc(-c2cc(C(=O)NCCCn3ccnc3)c3cc(Br)ccc3n2)o1
27	29	CCOC(=O)N1CCN(C(=O)Cc2cccs2)CC1
-14	22	O=c1[nH]c(SCc2cccc(Cl)c2)nc2c1CCCC2
19	16	CC1CCc2c(nc3nc[nH]n3c2=O)C1 (stereo not given)
-12	24	O=S(=O)(Nc1ccc(N2CCOCC2)cc1)c1cccs1
-40	53	Cc1nc(SCC(=O)NCCc2ccccc2)nc(C)c1C
-27	59	COc1ccc(-c2oc3ncn4nc(COc5ccccc5)nc4c3c2-c2ccc(OC)cc2)cc1
1	18	COC(=O)c1ccc(NC(=O)CSc2nnc(COc3ccc4c(c3)CCCC4)o2)cc1
38	21	Cc1ccc(NC2SC(=O)N(Cc3cccc(C(=O)O)c3)C2=O)cc1 (stereo not given)
-30	50	COc1ccc(-n2nc(C(=O)NCC(=O)NCc3ccco3)c3ccccc3c2=O)cc1Cl
13	33	CC1CC(C)CN(C(=O)CCCn2c(=S)[nH]c3ccccc3c2=O)C1 (stereo not given)
-26	28	CCN(CC)C(=O)COc1ccc2oc(C)c(C(=O)OC(C)C)c2c1

(cont.)
mHtt clearance	mHtt clearance grain fraction	compound
-2	29	Cc1ccc2nc(Nc3nc(CSc4nnnn4-c4ccccc4)cc(=O)[nH]3)nc(C)c2c1
47	10	COc1ccc(NC(=O)COc2nc(N(C)C)nc(N(C)C)n2)cc1
-25	42	CN(C)C=NC(=O)/C(C#N)=C1\CCc2ccccc2N1
30	26	O=C(CCCN1C(=O)c2ccccc2C1=O)Nc1c2c(nc3c1CCC3)CCC2
51	18	OC1CCN(C(c2ccc3ncccc3c2)c2nnnn2C2CCCCC2)CC1 (stereo not given)
